LAP4 TOR yeast – modulators of TOR pathway LAP4-GFP in S. cerevisiae; S. cerevisiae LAP4-GFP multiplex, flow cytometry GFP, 3 h; median GFP as percent of DMSO wells; GFP response vs DMSO, % at 10 µM; 320,000 tested, 0.34% active; AID 2023;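 active means GFP response vs DMSO above a set limit, about the screen mean plus 3 SD, cut at about 150% in these data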
MEP2 TOR yeast – alters MEP2-GFP fluorescence in TOR pathway yeast screen | 330,000 tested, 0.51% active | S. cerevisiae MEP2-GFP strain, flow cytometry GFP, 3 h; 100% = DMSO control level | GFP response vs DMSO, % at 10 µM;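 active means GFP response versus DMSO above a set limit, roughly screen mean plus 3 SD, cut at about 180% in these data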;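 further: median GFP fluorescence of the barcode-gated MEP2-GFP cells per well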
AHR act – activators of human aryl hydrocarbon receptor; 320,000 tested, 2.5% active; P35869; AHR-responsive luciferase reporter cells, luminescence; AID 2796; activation, % at 5 µM; in the data active means activation above about 47%;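 further: 0% = vehicle wells and 100% = reference agonist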
proCasp7 act – activates human procaspase-7, counter-screen for procaspase-3 activators | P55210 | recombinant procaspase-7, Ac-DEVD-pNA absorbance 405 nm; D23A/D198A/D206A triple mutant, cannot self-cleave; scale: DMSO 0, 5 µM enzyme 100 | activation, % at 8.5 µM | 330,000 tested, 0.093% active | AID 463210;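 active means percent activation above the screen-wide mean plus 3 SD, cut at about 25% in these data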
Target sequence (P55210 whole entry D23A/D198A/D206A): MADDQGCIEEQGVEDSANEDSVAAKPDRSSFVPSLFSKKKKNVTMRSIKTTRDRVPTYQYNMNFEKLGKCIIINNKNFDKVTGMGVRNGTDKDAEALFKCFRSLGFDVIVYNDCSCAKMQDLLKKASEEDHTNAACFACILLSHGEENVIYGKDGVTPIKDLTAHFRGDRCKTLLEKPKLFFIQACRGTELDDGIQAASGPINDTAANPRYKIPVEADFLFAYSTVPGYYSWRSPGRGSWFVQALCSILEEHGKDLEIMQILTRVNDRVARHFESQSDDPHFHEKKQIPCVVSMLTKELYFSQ
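System: Uncleavable procaspase-7 mutant enzyme; Amount: 2 µM procaspase-7 mutant as dispensed; Schedule: 1 h compound preincubation, 2 h substrate cleavage, 25 °C; Measured by: 405 nm absorbance of p-nitroaniline; Evaluation: percent activation from buffer-corrected 0–120 min absorbance change; Control set: low DMSO alone, high DMSO plus 5 µM PC-7.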
RPL19A TOR yeast – yeast TOR pathway RPL19A-GFP modulation. S. cerevisiae RPL19A-GFP strain, flow cytometry, 3 h; hits give low values. percent response vs DMSO, % at 10 µM. 330,000 tested, 0.3% active;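 active means percent response vs DMSO below 50%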;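 further: median channel GFP fluorescence of the barcoded RPL19A-GFP strain; ratio of sample median GFP to plate DMSO average so 100% = DMSO; lower means less RPL19A-GFP as with rapamycin TOR inhibition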
CR mimetic SO – lowers age-related superoxide in aged yeast cells; S. cerevisiae aged cells, superoxide DHE fluorescence; hits give low values; AID 2690; 330,000 tested, 0.18% active; superoxide response (% of plate mean), % at 10 µM;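 active means superoxide response under a set limit, about three screen SD below normal, cut at about 65% in these data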;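 further: yeast aged for seven days with compound at 30 °C before DHE staining; 100% = average MFI of all compound-treated wells on the plate with controls excluded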
proCasp3 act – procaspase-3 (human) activation | P42574 | recombinant procaspase-3 D3A, Ac-DEVD-pNA absorbance 405 nm | activation, % at 8.5 µM | 330,000 tested, 0.11% active;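 active means activation above the mean of all tested compounds plus 3 SD, cut at about 21% in these data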;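 further: 0% = DMSO alone and 100% = DMSO wells spiked with extra 5 µM PC-3 D3A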
Target sequence (P42574 whole entry D9A/D28A/D175A): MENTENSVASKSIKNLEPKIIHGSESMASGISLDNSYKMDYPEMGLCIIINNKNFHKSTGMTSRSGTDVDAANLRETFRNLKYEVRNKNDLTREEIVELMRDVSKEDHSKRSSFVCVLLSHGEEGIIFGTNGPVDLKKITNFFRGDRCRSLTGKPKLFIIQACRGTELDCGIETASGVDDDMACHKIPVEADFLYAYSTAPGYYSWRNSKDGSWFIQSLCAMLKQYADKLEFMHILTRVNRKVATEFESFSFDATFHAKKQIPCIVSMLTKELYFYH
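System: Procaspase-3 D3A mutant. Medium: Zinc-free 300 mM NaCl, 50 mM HEPES, 0.01% Triton X-100. Schedule: 1 h preincubation plus 2 h reaction at 25 °C. Measured by: 405 nm absorbance of p-nitroaniline, reads at 0 and 120 min. Read-out: percent activation relative to control range.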
JMJD2C inh – blocks human GASC-1 demethylase activity | Q9H3R0 | GST-JMJD2C(1-420) H3K9me3 demethylation, DELFIA europium | inhibition, % at 2.35 µM | 330,000 tested, 0.069% active | AID 2099;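 active means more than half of a compound's replicate wells show inhibition beyond 50%, single wells judged on their own value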;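 further: signal counts dimethyl H3K9 product captured on neutravidin plate; 0% = median of DMSO wells and 100% = 0.3 times that DMSO median; strong numbers were not always called active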
Target sequence (Q9H3R0 1-420 limits assumed): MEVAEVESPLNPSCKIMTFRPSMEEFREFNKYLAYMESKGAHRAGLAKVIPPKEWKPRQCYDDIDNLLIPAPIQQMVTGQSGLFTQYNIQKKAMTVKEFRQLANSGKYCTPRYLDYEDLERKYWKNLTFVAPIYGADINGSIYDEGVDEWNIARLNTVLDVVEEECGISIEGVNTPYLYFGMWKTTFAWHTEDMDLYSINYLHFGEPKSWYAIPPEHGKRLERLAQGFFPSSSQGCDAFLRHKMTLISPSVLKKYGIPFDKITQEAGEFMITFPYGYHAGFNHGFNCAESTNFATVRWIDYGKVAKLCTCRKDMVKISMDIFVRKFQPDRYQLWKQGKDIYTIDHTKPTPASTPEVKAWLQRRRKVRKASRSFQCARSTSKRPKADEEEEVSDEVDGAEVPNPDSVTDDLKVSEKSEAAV
Active calls of the source: *; · = not tested or not shown; & = joins results of further samples.

Start of the data: the first 4 entries, ahead of the listing:
SMILES | LAP4 TOR yeast | MEP2 TOR yeast | AHR act | proCasp7 act | RPL19A TOR yeast | CR mimetic SO | proCasp3 act | JMJD2C inh
CCOc1ccc(C(C)=O)cc1COc1ccc(C)nc1[N+](=O)[O-] | 104 | 106 | -3 | 9 | 104 | 124 | 8 | -6
O=C(NN=Cc1ccccc1C(=O)O)c1cccc(S(=O)(=O)Nc2cccc(C(F)(F)F)c2)c1 | 92 | 89 | 1 | -16 | 93 | 100 | 5 | 4
CN(Cc1cccc(F)c1)C(=O)c1ccc(S(=O)(=O)C(F)F)cc1 | 92 | 90 | 3 | 9 | 90 | 92 | 4 | 33
COCCNC(=O)Cn1nc(-c2ccc(C)cc2)ccc1=O | 98 | 107 | · | · | 105 | 91 | · | -28

Results, repeating the preview:
SMILES | LAP4 TOR yeast | MEP2 TOR yeast | AHR act | proCasp7 act | RPL19A TOR yeast | CR mimetic SO | proCasp3 act | JMJD2C inh
CCOc1ccc(C(C)=O)cc1COc1ccc(C)nc1[N+](=O)[O-] | 104 | 106 | -3 | 9 | 104 | 124 | 8 | -6
O=C(NN=Cc1ccccc1C(=O)O)c1cccc(S(=O)(=O)Nc2cccc(C(F)(F)F)c2)c1 | 92 | 89 | 1 | -16 | 93 | 100 | 5 | 4
CN(Cc1cccc(F)c1)C(=O)c1ccc(S(=O)(=O)C(F)F)cc1 | 92 | 90 | 3 | 9 | 90 | 92 | 4 | 33
COCCNC(=O)Cn1nc(-c2ccc(C)cc2)ccc1=O | 98 | 107 | · | · | 105 | 91 | · | -28
O=C(CCCC1=NS(=O)(=O)c2ccccc2N1)N1CCN(c2ccccc2)CC1 | 96 | 142 | -2 | -2 | 90 | 106 | 4 | 135
Cc1ccc(-c2csc(NC(=O)c3c(C)noc3C)n2)s1 | 101 | 94 | 76* | -8 | 93 | 81 | 6 | -3
COCCn1c(C)cc(C(=O)Cn2nc(C(=O)O)c3ccccc3c2=O)c1C | 97 | 107 | 5 | 4 | 101 | 106 | -3 | -2
COc1cc(S(=O)(=O)N2CCN(C)CC2)c(OC)cc1Cl | 101 | 100 | -1 | -1 | 99 | 103 | 3 | 0
CN(Cc1ccccc1)C(=O)COC(=O)c1ccccc1NS(=O)(=O)c1cccc(N)c1 | 96 | 122 | -1 | 7 | 112 | 99 | -3 | -4
O=C(Nc1ccccc1Br)c1ccc2nccnc2c1 | 94 | 97 | -2 | -2 | 96 | 97 | -1 | 7
Cc1cc2n(n1)C(c1ccccc1)CC(c1ccc(Br)cc1)=N2 (stereo not given) | 104 | 98 | -1 | 4 | 100 | 78 | -5 | -1
O=C(CN1CCCc2ccccc21)N/N=C/c1ccccc1 | 104 | 102 | 87* | 8 | 100 | 100 | -4 | 4
CCOC(=O)c1nc(NCCc2ccccc2)sc1C | 111 | 115 | 12 | 9 | 112 | 93 | 5 | 0
Cc1ccc(NC(=O)CSc2cccc[n+]2[O-])c([N+](=O)[O-])c1 | 95 | 103 | 0 | -1 | 105 | 107 | 3 | 38
CC1CC(C)(C)CC2(C1)NC(=O)N(CC(=O)Nc1ccc(N3CCCCC3)cc1)C2=O (stereo not given) | 100 | 95 | 7 | 0 | 94 | 97 | 7 | -29
Cc1cc(C)n(C(=O)N(c2ccccc2)c2ccccc2)n1 | 98 | 99 | 3 | 9 | 99 | 94 | 5 | -22
COc1ccc(NC(=O)CSc2nc(O)cc(=O)n2C)cc1 | 103 | 106 | -1 | -16 | 99 | 86 | -5 | 9
COn1c(SCc2cccc(Cl)c2)nc2ccccc2c1=O | 94 | 89 | 0 | -6 | 98 | 109 | 4 | -3
O=C(NNC1=C(C(=O)C(F)(F)F)CCC1)c1cccnc1 | 84 | 103 | 21 | 4 | 93 | 112 | 0 | 14
C=CCn1cccc(C(=O)Nc2ccc(OCC)cc2)c1=O | 103 | 97 | 5 | 0 | 95 | 96 | 0 | -5
CCn1cc(S(=O)(=O)NCc2ccc3c(c2)OCO3)cn1 | 100 | 119 | 7 | -10 | 104 | 97 | -1 | 9
CC1CCCN(S(=O)(=O)c2ccc(NC(=O)CCN3C(=O)c4ccccc4C3=O)cc2)C1 (stereo not given) | 93 | 99 | -1 | 1 | 93 | 110 | 4 | 9
OC1(c2ccccc2)CCN(Cc2ccccc2)C2CCCCC21 (stereo not given) | 95 | 97 | -2 | -2 | 99 | 82 | 1 | -10
Brc1ccc(CN2CCN(c3ccccn3)CC2)s1 | 101 | 98 | -5 | 6 | 101 | 99 | -4 | 6
CCOc1ccc(N(CC(=O)NC2CCCC2)C(=O)CCC(=O)Nc2ccccn2)cc1 | 99 | 102 | 0 | 15 | 100 | 103 | 4 | ·
CCCCc1nc2sc3c(c2c(=O)[nH]1)CC(C)(C)OC3 | 113 | 102 | 3 | 9 | 106 | 91 | 5 | 2
Cc1cccc(N2CCN(C(=O)C3CCN(c4ncnc5c4nc4n5CCCCC4)CC3)CC2C)c1 (stereo not given) | 124 | 102 | 3 | -10 | 86 | 95 | 2 | 14
O=C1NC[C@H](c2ccccc2)N(CCc2cc(C(F)(F)F)cc(C(F)(F)F)c2)C1=O | 90 | 99 | 2 | 5 | 101 | 101 | 7 | 0
Cc1cc(Cl)ccc1OCC(=O)N/N=C1\CC2C=CCC12 (stereo not given) | 105 | 107 | 5 | 2 | 102 | 110 | -11 | 20
CC(=O)c1ccc(NC(=O)C(C)OC(=O)COc2ccc(C#N)cc2)cc1 (stereo not given) | 98 | 100 | -2 | 19 | 100 | 100 | 3 | 0
Cc1c(NC(=O)Nc2ccc([N+](=O)[O-])cc2)c(=O)n(-c2ccccc2)n1C | 97 | 101 | 0 | 5 | 103 | 99 | 8 | 6
COc1cc2nc(SCC(=O)c3ccc(Br)cc3)n3nc(C)nc3c2cc1OC | 93 | 108 | 2 | -7 | 99 | 99 | 9 | 5
CCN1CCN(S(=O)(=O)c2ccc(Cl)c(C(=O)N(C)Cc3cccc(Cl)c3Cl)c2)CC1 | 109 | 105 | 1 | 6 | 104 | 95 | -5 | 0
CC(C)CCNC(=O)NC(=O)COC(=O)CCN=C1NS(=O)(=O)c2ccccc21 | 98 | 88 | 0 | 0 | 95 | 100 | 5 | 7
Cc1nc2c3ccccc3n(CC(=O)c3ccc(F)cc3)c(=O)n2n1 | 102 | 98 | 39 | 7 | 104 | 89 | 6 | 52
COc1ccc(CCNS(=O)(=O)c2csc(C(N)=O)c2)cc1OC | 94 | 95 | 0 | 0 | 95 | 107 | -3 | 3
CCCc1cc(CN(C)C(=O)CC2C(=O)NCCN2Cc2ccccc2C)[nH]n1 (stereo not given) | 92 | 102 | -1 | -1 | 99 | 98 | -1 | 1
O=C(NCc1cnn(-c2ccc(F)cc2)c1)C1CCC(=O)N(C2CC2)C1 (stereo not given) | 70 | 95 | · | · | 105 | 107 | · | 16
COc1ccc(N(CC(=O)Nc2ccc(C)cc2)S(=O)(=O)c2c(C)noc2C)cc1 | 87 | 124 | 19 | -2 | 108 | 95 | 0 | 9
O=C(Cn1cnc2c(nnn2Cc2ccccc2)c1=O)N1CCCc2ccccc21 | 106 | 108 | -3 | -5 | 96 | 95 | -2 | -15
Cc1ccc2occ(/C=N/NC(=O)c3ccncc3)c(=O)c2c1 | 97 | 101 | · | · | 105 | 96 | · | 0
Cc1ccccc1CN1CCSc2sccc2C1=O | 102 | 86 | -1 | 3 | 89 | 92 | 8 | 18
CCN(CC)S(=O)(=O)c1cc(NS(=O)(=O)c2c(Cl)cccc2Cl)ccc1C | 95 | 101 | 1 | 7 | 103 | 97 | 3 | 10
COc1ccccc1NC(=O)COc1ccc2ccccc2c1 | 107 | 106 | 29 | -3 | 97 | 104 | -4 | -13
CCOc1ccc(-c2cc(C(=O)N3CCN(c4ccccn4)CC3)c3ccccc3n2)cc1 | 100 | 101 | 7 | 15 | 95 | 87 | 9 | 4&-4
N#C/C(=C/c1ccccc1[N+](=O)[O-])C(=O)NCc1ccco1 | 99 | 106 | 20 | 6 | 101 | 111 | -4 | -1
COC(=O)N1C(=O)[C@](Cc2ccccc2)(c2ccccc2)N1C(=O)OC | 123 | 86 | 3 | -7 | 90 | 102 | 16 | 5
Cc1cccc(C(C)C)c1NC(=O)c1ccc(OCC2CCCO2)cc1 (stereo not given) | 103 | 96 | -1 | 10 | 95 | 104 | -18 | -3
CN(C)CCNC(=S)Nc1ccc(F)c(F)c1F | 99 | 98 | 2 | -3 | 98 | 99 | -4 | -19
COc1ccc(C2/C(=C(/O)c3ccccc3)C(=O)C(=O)N2C)cc1OC (stereo not given) | 98 | 105 | 0 | -24 | 104 | 92 | 2 | 6
C/C(=N/NC(=O)Cc1cccn1C)c1ccccc1 | 99 | 100 | 4 | -27 | 96 | 113 | -14 | -14
O=[N+]([O-])c1ccc(N/N=C/c2ccccc2)cc1 | · | 102 | -2 | -55 | 106 | 75 | -49 | -5
Cc1c(Cl)cccc1NC(=O)COc1ccc(S(=O)(=O)N2CCOCC2)cc1 | 98 | 108 | -1 | 9 | 100 | 88 | -4 | -9
O=C(COc1ccccc1)NC(=S)Nc1ccc2c3c(cccc13)CC2 | 100 | 105 | 3 | 7 | 107 | 98 | -2 | 4
O=C(Nc1ccccc1)O/N=C/c1ccccc1Cl | 121 | 102 | 0 | -3 | 95 | 82 | 0 | -1
O=C(c1ccccc1F)N1CCN(S(=O)(=O)c2ccc3c(c2)OCCO3)CC1 | 102 | 99 | -1 | 3 | 96 | 106 | 16 | 2
O=C(COC(=O)c1n[nH]c2ccccc12)Nc1ccc([N+](=O)[O-])cc1 | 95 | 110 | 9 | 2 | 98 | 101 | 2 | -3
CCC(CC)C(=O)OCC(=O)Nc1cc(OC)c([N+](=O)[O-])cc1C | 90 | 102 | 25 | 10 | 99 | 99 | 2 | 40
CCOC(=O)c1c(/N=C/C2=C(O)CCCC2=O)sc2c1CCCC2 | 105 | 99 | 1 | -13 | 99 | 87 | -9 | 3
CC(=O)NC1C(=O)N(CCc2ccccc2)c2ccccc21 (stereo not given) | 95 | 101 | 15 | -10 | 104 | 96 | 12 | -13
Later entries
SMILES | LAP4 TOR yeast | MEP2 TOR yeast | AHR act | proCasp7 act | RPL19A TOR yeast | CR mimetic SO | proCasp3 act | JMJD2C inh
CC1(c2ccccc2)NC(=O)N(CCN2C(=O)c3ccccc3C2=O)C1=O (stereo not given) | 98 | 116 | -3 | 17 | 110 | 112 | 4 | 0
N#C/C(=C\c1ccc(N2CCCCC2)o1)C(N)=O | 121 | 107 | 1 | -15 | 97 | 95 | 2 | 19
COc1ccc(-c2ccc(SCC(=O)Nc3nnc(C)s3)nn2)cc1 | 110 | 96 | 7 | 9 | 108 | 94 | -2 | -2
Cc1ccccc1NC(=O)c1ccc(CN(c2ccccc2)S(=O)(=O)c2ccccc2)cc1 | 103 | 106 | 18 | -5 | 101 | 100 | 4 | -7
CC(NC(=O)c1ccccc1F)c1ccccc1 (stereo not given) | 96 | 105 | -4 | 1 | 102 | 105 | 2 | 16
Cc1ccc(C)c(Oc2coc3cc(O)ccc3c2=O)c1 | 93 | 97 | 0 | 11 | 92 | 132 | -1 | 4
Cc1ccc(C(=O)OCC(=O)N2CCOCC2)c(C)c1 | 101 | 97 | 2 | -8 | 101 | 108 | -3 | -2
CCCCNC(=O)c1onc(CSc2cccc(Cl)c2)c1C(=O)O | 114 | 99 | 1 | -3 | 101 | 92 | 7 | 8
Cc1c(NC(=O)c2cc(=O)[nH]c3ccccc23)c(=O)n(-c2ccccc2)n1C | 94 | 95 | 0 | 0 | 101 | 100 | 10 | -8
